# hIAP act – human IAP activators, primary screen, biochemical, luminescence, uHTS | Intestinal-type alkaline phosphatase (Homo sapiens), P09923 | purified human IAP, CDP-Star luminescence, 30 min; stronger effect = higher value; 1 = vehicle-only enzyme, 0 = enzyme-free background | activation factor at 10 µM | 330,000 compounds, 0.16% hits | AID 2524, 2010;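 active means activation factor of the enzyme at least 2-fold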; further: the source names both 10 and 20 µM as test concentration; values of inactives mirror those of a sister screen read the other way
# Target sequence (P09923 whole entry, looked up): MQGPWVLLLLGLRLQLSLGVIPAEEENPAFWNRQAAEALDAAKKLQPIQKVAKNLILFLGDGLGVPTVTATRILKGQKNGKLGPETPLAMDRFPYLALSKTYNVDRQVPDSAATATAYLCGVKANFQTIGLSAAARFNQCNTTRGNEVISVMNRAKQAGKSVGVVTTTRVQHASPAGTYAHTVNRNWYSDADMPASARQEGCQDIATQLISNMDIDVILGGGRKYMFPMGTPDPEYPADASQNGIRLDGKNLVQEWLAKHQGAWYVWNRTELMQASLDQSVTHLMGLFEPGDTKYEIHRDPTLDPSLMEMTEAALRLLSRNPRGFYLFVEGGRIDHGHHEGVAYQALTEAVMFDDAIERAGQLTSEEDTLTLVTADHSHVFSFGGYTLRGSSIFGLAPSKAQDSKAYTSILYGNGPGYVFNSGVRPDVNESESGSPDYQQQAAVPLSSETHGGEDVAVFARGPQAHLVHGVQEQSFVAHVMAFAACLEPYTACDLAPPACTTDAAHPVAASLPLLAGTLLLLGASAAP
# hIAP block – human IAP inhibitors, primary screen, biochemical, luminescence, uHTS. purified IAP, CDP-Star luminescence, 30 min. inhibition, % at 10 µM. 330,000 compounds, 0.12% hits. AID 2544, 2010;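 active means inhibition reaching a set limit with compound at 10 µM in the primary screen, cut at about 35% in these data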;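 further: plate controls were DMSO wells with enzyme for no effect and no-enzyme buffer wells for full effect; values of inactives mirror those of a sister screen read the other way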
# mIAP activ – activators of mouse IAP, primary screen, biochemical, luminescence, uHTS; intestinal alkaline phosphatase [Mus musculus]; muIAP, CDP-Star luminescence, 30 min; stronger effect = higher value; 1 = vehicle-only enzyme signal, 0 = enzyme-free wells; activation factor at 10 µM; 330,000 compounds, 0.24% hits; AID 2805, 2010;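 active means activation factor of at least 2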; further: the source names both 10 and 20 µM as test concentration; values of inactives mirror those of a sister screen read the other way
#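 System: Mouse IAP enzyme | Also added: CDP-Star substrate | Dosing: Compounds dispensed in DMSO | Schedule: 30 min enzyme-substrate-compound incubation at room temperature | Technique: Chemiluminescence readout | Control set: DMSO-only wells and no-enzyme negative control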
# MIN6 prolif – inducers of MIN6 beta-cell proliferation, primary screen, ATP luminescence, uHTS | MIN6 cells proliferation, ATPlite luminescence, 48 h; cells starved in 0.2% serum; 100% = growth in 10% serum | proliferation, % at 10 µM | 330,000 compounds, 0.29% hits;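 active means compounds whose signal lies at least 3.5 SD above the mean of all wells on their plate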;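 further: 0% = DMSO-treated cells in low-serum medium and 100% = 10% serum control; some compounds called inactive have numbers as strong as hits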
# mIAP block – inhibitors of mouse IAP, primary screen, biochemical, luminescence, uHTS | intestinal alkaline phosphatase [Mus musculus] | purified mouse IAP, CDP-Star luminescence, 30 min | inhibition, % at 10 µM | 330,000 compounds, 0.2% hits | AID 2806, 2010;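 active means inhibition of at least 40% at 10 µM in the primary screen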;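 further: plate controls were DMSO with enzyme for no effect and no enzyme wells for full effect; values of inactives mirror those of a sister screen read the other way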
# SENP1 FRET inh – human SENP1 catalytic domain inhibitors, primary screen, biochemical, FRET, uHTS; Sentrin-specific protease 1 (Homo sapiens), Q9P0U3; recombinant SENP1 catalytic domain, CyPet-SUMO1-YPet FRET cleavage; inhibition, % at 10 µM; 360,000 compounds, 0.21% hits; AID 624204, 2012;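 active means inhibition at least 30% at 10 µM, raw YFP signal under a set limit, fluorescence ratio 0.5 to 1.5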;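 further: 0% = enzyme with DMSO and 100% = no enzyme wells; some results filed as inactive read as strong as hits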
# Target sequence (Q9P0U3 419-644 limits assumed): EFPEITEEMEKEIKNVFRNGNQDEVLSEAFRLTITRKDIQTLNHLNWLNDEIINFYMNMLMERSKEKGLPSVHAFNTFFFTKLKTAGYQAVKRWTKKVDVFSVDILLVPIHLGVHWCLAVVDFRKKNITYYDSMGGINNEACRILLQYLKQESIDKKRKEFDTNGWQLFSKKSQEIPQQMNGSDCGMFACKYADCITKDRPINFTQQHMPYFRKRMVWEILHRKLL
#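 Compound: 10 µM single point, 0.5% DMSO; Test system: hSENP1 catalytic domain, recombinant; Timing: 50 min reaction at room temperature; Technique: FRET, CFP and YFP emission; Control set: no-enzyme wells low, DMSO-plus-enzyme wells high control.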
# A3G deaminase – APOBEC3G DNA deaminase inhibitors, primary screen, biochemical, fluorescence, single-stranded DNA substrate, uHTS; AID 493012, 2011; inhibition, % at 20 µM; 330,000 compounds, 0.28% hits; recombinant A3G, ssDNA deamination FAM/TAMRA fluorescence; DNA dC->dU-editing enzyme APOBEC-3G (Homo sapiens), Q9HC16;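 active means inhibition of at least 40% at 20 µM, with no more than 30% in the related APOBEC3A deaminase screen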;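 further: plate controls were DMSO wells with A3G for no effect and wells lacking A3G enzyme for full effect; some compounds called inactive have numbers as strong as hits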
# NLRP3 yeast inh – NALP3 inflammasome inhibitors in reconstituted yeast, primary screen, luminescence, uHTS. Yeast reconstituted NLRP3/ASC/caspase-1, beta-gal luminescence, 24 h. inhibition, % at 10 µM. 330,000 compounds, 0.39% hits. AID 2825, 2010;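 active means inhibition of 50% or more; inactive means inhibition below 50%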;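 further: plate controls were induced DMSO wells for no effect and uninduced yeast grown without galactose for full effect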
# A3A deaminase – APOBEC3A ssDNA deaminase inhibitors, primary screen, selectivity assay for APOBEC3G inhibitor project, biochemical, FAM/TAMRA oligo cleavage fluorescence; 330,000 compounds, 0.41% hits; DNA dC->dU-editing enzyme APOBEC-3A (Homo sapiens), P31941; inhibition, % at 20 µM; recombinant A3A, FAM/TAMRA ssDNA deamination fluorescence;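 active means at least 40% inhibition at 20 µM here, with at most 30% in a related deaminase screen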;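 further: plate controls were A3A with DMSO for no effect and wells lacking A3A enzyme for full effect; some results filed as inactive read as strong as hits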
# Target sequence (P31941 whole entry, looked up): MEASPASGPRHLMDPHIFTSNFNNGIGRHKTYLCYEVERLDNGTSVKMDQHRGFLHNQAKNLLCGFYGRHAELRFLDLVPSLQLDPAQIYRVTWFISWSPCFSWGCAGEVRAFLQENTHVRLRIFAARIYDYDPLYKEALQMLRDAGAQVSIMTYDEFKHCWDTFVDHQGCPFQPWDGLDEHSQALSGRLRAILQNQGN
# An asterisk follows results filed as active; x = no result given; & = joins results of further samples.
SMILES,hIAP act,hIAP block,mIAP activ,MIN6 prolif,mIAP block,SENP1 FRET inh,A3G deaminase,NLRP3 yeast inh,A3A deaminase
COC(=O)CN1C(=S)N(c2ccc(F)cc2)C(=O)C1CC(=O)Nc1ccc(F)cc1 (configuration not stated),0.99,1,0.88,0,12,1,-9,-1,-4
O=C(COc1ccccc1[N+](=O)[O-])N(Cc1ccco1)C1CCS(=O)(=O)C1 (configuration not stated),1.1,-8,1,1,-2,2,-3,11,-1
Cc1ccccc1C(=O)NC(=S)NCc1ccccc1,1.3,-26,0.97,-5,3,3,-4,-3,-10
CCOC(=O)C1CCN(S(=O)(=O)c2cccc(-c3cn4cc(C)ccc4n3)c2)CC1,0.95,5,0.95,-4,5,1,-5,12,0
O=C(Cc1ccc(N2CCNC2=O)cc1)N1CCCC(Nc2cccc(F)c2)C1 (configuration not stated),1,-2,1.1,-4,-9,2,0,4,2
O=C(Nc1cccc(F)c1)NC1CCCCCCC1,1,-2,2.5*,1,-146,0,-6,14,-3
COc1cc(NS(=O)(=O)c2ccc(NC(=O)/C(=C\c3ccccc3OC)NC(=O)c3ccccc3)cc2)nc(OC)n1,1.1,-7,1,-2,-4,-1,-9,9,-2
CC(C)(C)c1ccccc1NC(=S)NCc1ccccc1,0.98,2,1.2,-6,-18,1,-6,30,-4
Cc1c(NC(=O)c2c(N)sc3c2CCCC3)c(=O)n(-c2ccccc2)n1C,1.2,-18,0.95,-3,5,-8,-7,4,-7
COCCCNC(=O)CN(c1cc(Cl)ccc1OC)S(=O)(=O)c1ccc(C)c([N+](=O)[O-])c1,1,-3,1,-2,-4,-1,-5,-7,-1
COc1cccc(NC(=O)c2nc3nc(C)cc(C(F)F)n3n2)c1,0.9,10,1,4,0,1,6,19,-1
CC[N+](CC)(CC(=O)Nc1c(C)cccc1C)Cc1ccccc1,1.1,-7,1.2,0,-20,0,1,3,3
CCNS(=O)(=O)c1ccc(CCC(=O)N2CCN(Cc3ccccc3)CC2)cc1,1.1,-11,0.99,4,1,3,-5,22,0
O=C(COC(=O)Cc1ccc(Cl)cc1)Nc1cc(S(=O)(=O)N2CCOCC2)ccc1N1CCCC1,0.9,10,0.98,2,2,4,-3,18,-3
CSc1ccc(/C=N/Nc2nc(C)cc(=O)[nH]2)cc1,1,-4,1,-2,0,-3,-4,-10,4
COc1ccccc1OCCNC(=O)CCNC(=O)c1ccccc1OC,1,-2,1.1,3,-8,0,-8,12,1
CCCOC(=O)Cn1cnc2scc(-c3ccc(OC)cc3)c2c1=O,1.1,-8,0.98,-5,2,-7,2,19,3
O=C(O)c1ccc(S(=O)(=O)c2ccc3c(c2)C(=O)N(NC(=O)c2ccncc2)C3=O)cc1,0.97,3,0.97,-3,3,0,-4,2,3
COc1ccccc1NC(=O)c1c(O)c2ccccc2[nH]c1=O,1.2,-20,0.9,-4,10,0,-5,14,0
CC1=CC(=O)C2=C(C)CC[C@@H]3[C@H](OC(=O)[C@H]3C)[C@@H]12,1.1,-5,1.1,3,-8,1,-6,5,-5
COCCNC(=S)N(CCc1c(C)[nH]c2ccc(C)cc12)Cc1cccnc1,1.1,-12,1.1,-2,-7,2,-4,11,-1
CC(C)C(c1nnnn1Cc1ccco1)N1CCN(c2cccc(Cl)c2)CC1 (configuration not stated),0.88,12,1.1,-4,-13,-2,-2,21,0
COc1ccccc1NC(C)=[N+](C)CCNS(=O)(=O)c1ccc(Cl)cc1,1.1,-12,0.93,7,8,1,16,2,56*
CNS(=O)(=O)c1ccc2c(c1)oc(=O)c1cc(S(=O)(=O)NC)ccc12,0.96,4,1.1,-5,-6,-86,-10,11,-4
CC1=CC(C)(C)N2C(=O)C(=Nc3ccc(O)cc3)c3cccc1c32,0.81,19,0.83,-6,17,-12,16,34,4
CO/N=C(\N)c1ccc([N+](=O)[O-])cc1,0.99,1,1,2,-4,1,-6,8,-2
Nc1nc(SCC(=O)NCC2CCCO2)[nH]c(=O)c1NC(=O)c1ccco1 (configuration not stated),1,0,0.98,2,2,1,31,5,27
c1ccc(Oc2nc(N3CCOCC3)nc(N3CCOCC3)n2)cc1,0.91,9,0.96,6,4,0,1,23,5
CC(C)=CCC/C(C)=C/CNC(=O)CC1C[C@H](C(=O)N2CCOCC2)[C@@]2(C)c3[nH]c4ccccc4c3CCN2C1=O (some centres not stated),0.96,4,1.1,-5,-8,0,-6,11,-6
N#Cc1cnc(N)c(Br)c1,0.9,10,0.93,1,7,-5,3,-5,6
O=[N+]([O-])c1ccc(Nc2ccccn2)c([N+](=O)[O-])c1,0.85,15,1,-1,-4,4,1,30,3
CN(Cc1ccccc1)S(=O)(=O)c1ccc(Cl)c(C(=O)N2CCC2)c1,1,0,1,-2,-3,1,-4,15,-3
CC(C)(C)/C(O)=C/c1nc2ccccc2[nH]c1=O,1,-3,0.85,-2,15,-69,0,2,3
CCNC(=S)Nc1cc(C)ccn1,0.97,3,1,0.0*,-1,1,-2,30,-2
CCN(C[C@H]1N[C@@](Cc2ccccc2)(C(=O)OC)[C@H]2C(=O)N(Cc3ccccc3)C(=O)[C@@H]12)S(=O)(=O)c1ccc(OC)cc1,1,-1,1,-3,-3,-1,-7,1,-4
COc1ccc(CNS(=O)(=O)c2ccc(OC)cc2)cc1,1.1,-10,0.99,-1,1,1,10,30,-1
C[C@H](CO)N1C[C@H](C)[C@@H](CN(C)C(=O)NC2CCCCC2)Oc2ccc(NC(=O)NC3CCCCC3)cc2C1=O,0.96,4,1.9,1,-93,0,-9,4,-7
CCCc1[nH]nc2c1C(c1ccc(OCCN3CCOCC3)c(OC)c1)C(C#N)=C(N)O2 (configuration not stated),0.95,5,1,3,-1,-1,-4,6,-1
CCOC(=O)C(Cc1ccccc1)(Cc1ccccc1)C(C)=O,1.1,-7,1,2,0,2,-3,34,2
Cc1ccc(S(=O)(=O)N2CCC(C(=O)Nc3ncccc3O)CC2)cc1,1,-1,0.95,2,5,-1,-5,2,-6
O=C(COC(=O)c1ccc(Br)cc1)Nc1ccccc1Br,1.1,-12,0.84,-1,16,-1,-4,9,1
NC(=O)NC(=O)COC(=O)c1ccc(Cl)c(S(=O)(=O)N(Cc2ccccc2)c2ccc(Cl)cc2)c1,0.96,4,0.96,0,4,2,-4,13,-2
Cc1nn(CC(=O)Nc2ccc(S(N)(=O)=O)cc2)c(=O)c2ccccc12,1.1,-8,1,-5,-4,-1,-5,17,-2
COc1ccc(C(=O)Nc2cc3c4c(c2)CC(=O)N4CCC3)c(OC)c1,1.1,-13,1.1,0,-9,1,22,21,11
CC(=O)c1cccc(NC(=O)c2csc(-n3nc(C)cc3C(F)(F)F)n2)c1,1.1,-6,1.2,3,-16,-1,1,18,5

# The closing 2 entries of the part above lead into the next:
SMILES,hIAP act,hIAP block,mIAP activ,MIN6 prolif,mIAP block,SENP1 FRET inh,A3G deaminase,NLRP3 yeast inh,A3A deaminase
COc1ccc(C(=O)Nc2cc3c4c(c2)CC(=O)N4CCC3)c(OC)c1,1.1,-13,1.1,0,-9,1,22,21,11
CC(=O)c1cccc(NC(=O)c2csc(-n3nc(C)cc3C(F)(F)F)n2)c1,1.1,-6,1.2,3,-16,-1,1,18,5
O=C1OCCN1C(=O)[C@H]1[C@H](c2ccc([N+](=O)[O-])cc2)C(c2ccccc2)=NN1c1ccccc1,x,x,0.99,x,-7,0,0,x,5
Nc1nc(NC(=O)CCCC(=O)O)nn1-c1ccccc1,1.1,-8,1.1,-2,-8,1,-4,10,-2
C/C=C/C(=O)OCC(=O)Nc1ccc(C)c(S(=O)(=O)N(C)C)c1,0.98,2,0.92,0,8,1,-7,16,10
COc1ccc2c(C(=O)c3ccc(C)cc3)n(CCC(N)=O)[n+]([O-])c2c1,1.1,-6,1,0,-4,-1,-7,5,-2
N#Cc1cc(-c2ccccc2)nnc1Oc1ccccc1Cl,1.1,-15,0.93,-2,7,-2,-6,28,-2
COc1cc(C(=O)O)c([N+](=O)[O-])c(OC)c1OC,1.1,-11,0.98,1,2,3,-6,20,0
CCOc1ccc(S(=O)(=O)NCc2ccncc2)cc1,0.98,2,1.1,-6,-10,3,0,-4,4
COc1cccc(NC(=O)CN(C)S(=O)(=O)/C=C/c2ccccc2)c1,1,0,1,4,0,1,-1,13,-2
O=C(COC(=O)c1ccc([N+](=O)[O-])o1)c1ccccc1,0.87,13,0.97,0,3,1,-1,14,-1
COc1ccc(CCNC(=O)Cn2cnc3c(nnn3Cc3ccc(C)cc3)c2=O)cc1OC,0.93,7,0.98,-3,2,2,-1,8,-1
COc1cccc(N2C(=O)c3ccncc3C2=O)c1,1,-1,1.1,-2,-7,1,0,10,-4
COc1ccc(C(=O)OCC(=O)NCC2CCCO2)cc1 (configuration not stated),0.94,6,1,0,-1,3,-4,-8,-1
CCOc1ccc(NC(=O)Cn2c(=O)oc3ccccc32)cc1,0.92,8,1,-3,-4,0,0,-1,2
Cc1ccn2c(C(=O)CSc3ccc(Cl)cc3)c(C)nc2c1,1,-3,1,-1,0,-1,-8,18,-1
Cc1ccc(Cn2c(SC3CCOC3=O)nc3ccccc3c2=O)cc1 (configuration not stated),0.93,7,0.99,0,1,2,-7,21,0
Cc1cccc(C)c1NC(=O)C1CCCN1S(=O)(=O)c1ccc(-c2ccc(=O)[nH]n2)s1 (configuration not stated),0.99,1,1,-2,-2,1,3,5,1
CN1CCN(NC(=O)c2ccccc2F)CC1,1.5,-52,1.1,-1,-9,4,-7,1,-3
COc1ccc(NC(=S)NCc2cccs2)c(OC)c1,1,-2,1.1,3,-6,3,-8,6,-1
Cc1nnc(SCC(=O)NNC(=O)c2ccc(Cl)cc2)s1,0.99,1,1,-3,-4,-1,-1,5,2
CN(C)c1ccc(/C=N/NC(=O)c2ccccc2O)o1,1,0,0.78,-5,22,-6,-3,1,7
COC(=O)c1ccccc1NC(=O)N1CCN(c2ccccc2F)CC1,1.3,-27,1,-3,-2,1,-2,3,0
CCc1cn(S(=O)(=O)c2ccccc2OC)nc1N,0.97,3,1.1,-2,-13,0,-1,-8,-1
CCOC(=O)c1ccc(N=c2sc(C(=O)OC)cc(=O)n2CCCN2CCOCC2)cc1,1,2,0.93,-6,11,1&4,-6&1,17,-5&2
Cc1ccc(-n2c(C)cc(C(=O)OCC(=O)N3CCOCC3)c2C)cc1,0.85,15,0.94,-3,6,-7,-4,13,-6

# Only part of the results is shown. The share of hits here may be higher or lower than overall.
